Assay outcomes (PubChem)
Pol kappa inh: qHTS for Inhibitors of Polymerase Kappa | DNA polymerase kappa (Homo sapiens), Q9UBT6 | purified Pol kappa, fluorescent DNA synthesis assay, 10 min | Potency, µM (doses to about 107 µM), for inactives: at the top dose activity, negative = inhibition, most hits filed as inhibitors | 400,000 compounds, 0.53% hits | AID 588579, 2011; also: potency is read from the fitted curve at half-maximal effect; % is scaled to controls: 0 for no effect and ±100 for the full control effect
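Readout: fluorescence, taken kinetically at 0 and 10 min. Conditions: 10 nM Pol kappa, 15 min RT compound preincubation, 50 nM substrate final. Controls: enzyme-free buffer wells.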
RXFP1 antagonist: qHTS Assay for Antagonists of the Relaxin Receptor RXFP1 | HEK293-RXFP1, relaxin-stimulated cAMP HTRF, 30 min; hits give low values | activity change, negative = inhibition, % at 57.5 µM | AID 1259400, 2018 | 350,000 compounds, 0.59% hits;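 active = activity change of -60% or lower, but not beyond a set lower limit; inconclusive = change between -60% and -40%, or beyond the set limit; inactive = change above -40%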; also: % is scaled to controls: 0 for no effect and ±100 for the full control effect
PGK inhibitor: qHTS Assay to Find Inhibitors of Phosphoglycerate Kinase | Phosphoglycerate kinase, glycosomal (Trypanosoma brucei brucei), P07378 | PGK/GAPDH coupled, Kinase-Glo luminescence, 60 min | Potency, µM (titrated, usually from 57.5 µM), inactives show at the top dose activity change, negative = inhibition, actives largely listed as inhibitors | 380,000 compounds, 0.043% hits; also: potency is read from the fitted curve at half-maximal effect; % is scaled to controls: 0 for no effect and ±100 for the full control effect; nearly all actives have a fitted effect of over 60% in size
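Recombinant glycosomal PGK reaction used 1,3-bisphosphoglycerate generated in-well by GAPDH (100nM final) in 100mM TEA pH 7.6, 5mM MgCl2, 0.01% Tween-20. After 60 minutes at room temperature, ATP was read by Kinase-Glo Plus luminescence end-point.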
POLI inh: qHTS for Inhibitors of Polymerase Iota | DNA polymerase iota (Homo sapiens), Q9UNA4 | Pol iota fluorescent replication assay, 10 min | Potency, µM (titrated, usually from 115 µM), without a hit: at the highest dose activity, negative = inhibition, actives largely listed as inhibitors | 390,000 compounds, 1% hits | AID 588590, 2011; also: potency is read from the fitted curve at half-maximal effect
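Pol iota at 10 nM preincubated 15 min with compounds at room temperature; reaction started with fluorescent substrate, 50 nM final. Fluorescence read kinetically at 0 and 10 min; buffer-only wells as negative control.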
POLB inh: qHTS Assay for Inhibitors of DNA Polymerase Beta | Pol beta primer extension/strand displacement, fluorescence kinetic | P06746 | Potency, µM (series often up to 114 µM), for the others: at the highest dose activity change, negative = inhibition, actives largely listed as inhibitors | AID 485314, 2010 | 340,000 compounds, 1.3% hits; also: potency is read from the fitted curve at half-maximal effect; % is scaled to controls: 0 for no effect and ±100 for the full control effect
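Preincubation: enzyme (10 nM) with compound, 15 min, RT. Reaction: substrate added to 50 nM final. Reads: 0 and 10 min. Analysis: normalized, Hill fit.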
POLH inh: qHTS for Inhibitors of Polymerase Eta; DNA polymerase eta (Homo sapiens), Q9Y253; AID 588591, 2011; recombinant Pol eta, fluorescent DNA replication assay; Potency, µM (doses to about 114 µM), without a hit: top-dose activity change, negative = inhibition, usual class: inhibitors; 390,000 compounds, 1.2% hits; also: potency is read from the fitted curve at half-maximal effect; % is scaled to controls: 0 for no effect and ±100 for the full control effect
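Fluorescent replication assay: 50 nM final substrate added after a 15 min room-temperature compound preincubation with 10 nM enzyme. Signal taken at 0 min and again at 10 min.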
BLM helicase inh: qHTS Assay for Inhibitors of Bloom's syndrome helicase (BLM) | RecQ-like DNA helicase BLM (Homo sapiens), P54132 | Potency, µM (top dose mostly 56.1 µM), for inactives: at the top dose activity change, negative = inhibition, usual class: inhibitors | recombinant BLM DNA unwinding, fluorescence dequenching | 350,000 compounds, 0.2% hits | AID 2528, 2010;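 also: potency is read from the fitted curve at half-maximal effect; plate controls were vehicle for no effect and no enzyme for full effect; nearly all actives have a fitted effect of over 35% in size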
Apoferritin bind: qHTS Assay for Identification of Novel General Anesthetics | Ferritin light chain (Equus caballus), P02791 | apoferritin/1-aminoanthracene competitive binding, fluorescence | Potency, µM (highest dose often 77.5 µM), inactives show at the highest dose activity change, negative = displacement, usual class: inhibitors | 350,000 compounds, 0.074% hits | AID 485281, 2010; also: potency is read from the fitted curve at half-maximal effect; % is scaled to controls: 0 for no effect and ±100 for the full control effect; nearly all actives have a fitted effect of over 20% in size
Target sequence (P02791 2-175 limits assumed): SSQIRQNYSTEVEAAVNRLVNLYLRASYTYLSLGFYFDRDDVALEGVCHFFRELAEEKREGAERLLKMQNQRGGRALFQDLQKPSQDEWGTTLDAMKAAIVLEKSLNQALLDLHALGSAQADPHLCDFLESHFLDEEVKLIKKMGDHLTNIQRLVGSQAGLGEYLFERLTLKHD
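10 uM apoferritin + 50% sat. 1-AMA, PBS; cpd 10 min RT; Ex380/Em535 endpoint; normalized to free probe vs complex; 4-param Hill fit; propofol titration as pos. ctrl.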
APE1 inh: qHTS Assay for Inhibitors of the Human Apurinic/apyrimidinic Endonuclease 1 (APE1); recombinant APE1, TAMRA/BHQ-2 abasic DNA cleavage fluorescence; Potency, µM (doses to about 65.8 µM), without a hit: at the highest dose activity change, negative = inhibition, usual class: inhibitors; 350,000 compounds, 0.35% hits;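 also: potency is read from the fitted curve at half-maximal effect; plate controls were vehicle for no effect and reference inhibitor for full effect; nearly all actives have a fitted effect of over 55% in size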
Target sequence (P27695 whole entry, looked up): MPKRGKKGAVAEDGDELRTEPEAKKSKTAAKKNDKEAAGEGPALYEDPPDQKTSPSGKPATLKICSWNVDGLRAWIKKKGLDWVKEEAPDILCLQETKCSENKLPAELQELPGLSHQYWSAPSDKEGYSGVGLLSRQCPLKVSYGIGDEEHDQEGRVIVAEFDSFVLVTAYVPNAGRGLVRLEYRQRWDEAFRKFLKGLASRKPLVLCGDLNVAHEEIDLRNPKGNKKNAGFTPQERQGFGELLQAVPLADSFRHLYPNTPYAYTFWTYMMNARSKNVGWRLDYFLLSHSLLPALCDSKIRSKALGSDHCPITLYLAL
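Enzyme (0.75 nM final) and test compound are incubated 15 min at room temperature before adding 50 nM quenched THF abasic-site duplex. Cleavage dequenches TAMRA, followed at 525/598 nm over three reads one minute apart.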
Starred values were filed as active, the others as inactive; i = inactive; ? = inconclusive; . = not tested or not shown; [ ] = remark or other dose. Unless noted, calls follow the shape of the dose curve; as a rule, active = well fitted curve in the direction sought with a large enough effect; inconclusive = small, poorly fitted or top-dose-only effect, or another doubt; inactive = no such curve, though single readings can be large; an effect the other way counts as inactive or inconclusive. An excerpt. The share of hits here may be higher or lower than overall.

SMILES	BLM helicase inh	POLH inh	POLB inh	Apoferritin bind	RXFP1 antagonist	APE1 inh	POLI inh	PGK inhibitor	Pol kappa inh
COc1cc(CC(=O)OCC(=O)Nc2ccccc2C#N)cc(OC)c1OC	.	-7%	.	.	6	2%	11%	3%	-10%
O=C(NCCc1ccc(F)cc1)c1ccc(Cl)c(S(=O)(=O)N2CCOCC2)c1	.	45µM*	.	.	0	?	?	-12%	-29%
CC(=O)N1CCC(N(Cc2ccco2)C(=O)Nc2ccc(C)c(Cl)c2)CC1	-1%	-16%	12%	-4%	-1	.	3%	-6%	-3%
O=S1(=O)CCN(Cc2cccc(C(F)(F)F)c2)CC1	-1%	-11%	3%	-6%	-12	12%	68%[activator]	-5%	6%
C=CCC[C@@H](Cc1ccc(F)cc1)C(=O)OCCNC(=O)[C@H](CC=C)CC(=O)NCCO	.	-16%	.	.	.	-12%	-13%	-2%	-2%
O=C(O)COc1ccccc1C1Nc2ccccc2-c2nnc(SCc3ccc(Cl)cc3)nc2O1 (stereo not given)	-6%	-5%	2.5µM*	3%	-6	.	-7%	-2%	-19%
O=C(Nc1ccc(Nc2ccccc2)cc1)c1ccccc1F	-5%	-10%	16%	?	?	-3%	-27%	1%	-15%
CCCCCCSc1ccc([C@@H]2[C@H]3C(=O)N(C)C(=O)[C@H]3[C@]3(C(=O)OC)CCCCN23)cc1	.	-16%	.	.	.	-27%	13%	2%	-5%
CCn1c(=O)n(-c2ccc(F)cc2)c(=O)c2sc3ccccc3c21	-4%	-16%	26%	-5%	.	.	22%	i	5%
COc1cccc(CNC(=O)c2ccc(C3SCCS3)cc2)c1	-5%	-9%	0%	?	2	17%	54%[activator]	4%	-10%

The last two compounds of the section above lead into the next.
SMILES	BLM helicase inh	POLH inh	POLB inh	Apoferritin bind	RXFP1 antagonist	APE1 inh	POLI inh	PGK inhibitor	Pol kappa inh
CCn1c(=O)n(-c2ccc(F)cc2)c(=O)c2sc3ccccc3c21	-4%	-16%	26%	-5%	.	.	22%	i	5%
COc1cccc(CNC(=O)c2ccc(C3SCCS3)cc2)c1	-5%	-9%	0%	?	2	17%	54%[activator]	4%	-10%
CC(=O)/C=C\C1[C@]2(C)CCCC(C)(C)C2CC[C@@]1(C)O (stereo not given in full)	0%	.	.	-6%	.	-7%	.	.	-5%[60.1 µM]
COC(=O)c1onc(-c2c(Cl)cccc2Cl)c1C(=O)OC	-2%	-8%	?	-6%	-16	-2%	44%[activator]	-5%	-3%
COC(=O)c1ccccc1NC(=O)c1oc2ccc3c(c2c1C)C(=O)CC(C)(C)O3	-3%	-8%	2%	-5%	.	.	-5%	-4%	-15%
O=C(NCc1ccco1)c1cc(-c2ccccc2)c(N2CCOCC2)s1	-6%	-14%	0%	1%	-10	-3%	1%	-1%	-9%
COC(=O)COc1c(/C=C\c2nc(O)c([N+](=O)[O-])c(=O)[nH]2)cccc1OC	-9%	-16%	12%	-9%	6	34%	?	-7%	-3%
O=C(NC(=S)N1CCN(c2ccccc2)CC1)c1ccco1	.	1%	.	.	-7	14%	36%[activator]	i	-5%
CCc1ccc(C(=O)c2cn(CC(=O)Nc3cccc(OC)c3)c3cc4c(cc3c2=O)OCO4)cc1	-8%	-11%	21%	-20%	.	.	31%[activator]	-9%	-8%
COc1cc(Cl)c(NC(=O)c2cc(S(=O)(=O)N3CCCCC3)c[nH]2)c(OC)c1	-2%	-7%	-16%	0%	5	.	-6%	1%	-9%
COc1ccc(-c2nc(C3CCCCC3)c3cc(OC)ccc3n2)cc1	.	-5%	.	.	.	54%[activator]	34%	-3%	13%
COc1ccccc1NC(=O)CSc1nc(O)c(C/C=C/c2ccccc2)c(=O)[nH]1	-3%	-15%	28%	-13%	-14	.	21%	9%	-1%
COC(=O)c1ccc(CSc2ncnc3c2oc2ccccc23)o1	-3%	4%	3%	-13%	30	1%	-7%[58.9 µM]	0%	-10%
COc1ccc2c(c1)c(CC(=O)Nc1cccc(F)c1C)c(C)n2C(=O)c1ccc(Cl)cc1	-2%	-11%	-8%	-6%	-2	.	19%	-8%	5%
CCN(CC)CCNC(=O)c1ccc(-n2c(C)cc3c2CCCC3=O)cc1	1%	-2%	68%	-9%	-2	-4%	42%[activator]	-4%	0%
CCOC(=O)C1C(=O)CC(C)(O)C(C(=O)OCC)C1c1ccc(NC(C)=O)cc1 (stereo not given)	-6%	-19%	23%	1%	-1	8%	36%[activator]	i	-4%
CC(Sc1nnnn1C)C(=O)Nc1nc(-c2ccc(F)c(F)c2)cs1 (stereo not given)	.	-18%	.	.	-6	14%	0%	-1%	-6%
CC(C)CN1C(=O)c2ccc(NC(=O)Cc3ccccc3)cc2C1=O	-2%	-2%	-4%	-3%	-5	3%	-4%	?	-25%
COc1ccc(NC(=O)N2CCCC(c3nc(-c4ccc(F)cc4)no3)C2)cc1 (stereo not given)	-11%	-17%	32%[activator]	-17%	3	2%	15%	i	3%
Cn1c(=O)oc2cc(S(=O)(=O)N3CCCCC3)ccc21	-2%	-12%	?	-9%	5	53%[activator]	-2%	-9%	4%
O=C(Cc1cccs1)N(Cc1cccs1)C1(C(=O)NC2CCCCC2)CCCCC1	0%	-5%	1%	-14%	-8	-1%	-4%	i	5%
Cc1cccc(NC(=S)c2nc3ccccc3s2)c1	-6%	-18%	0%	?	1	0%	-14%	i	-7%
CCc1nn2c(=O)cc(COC(=O)COc3ccc(OC)cc3)nc2s1	1%	-6%	?	-9%	.	.	37%[activator]	-4%	0%
CN1C(=O)NC(c2ccccc2)C2=C1CN(Cc1ccco1)C2=O (stereo not given)	0%	-20%	5%	5%	.	6%	?	7%	?
Cc1[nH]c2ccccc2c1/C=N/NC(=O)c1cccc(F)c1	-10%	-7%	?	-5%	-4	3%	8%	-7%	-7%
Nc1ccc(Cc2ccc(N)c(O)c2)cc1O	-2%	-19%	?	-10%	1	-5%	50%[activator]	-11%	-6%
COc1ccc([N+](=O)[O-])cc1N(CC(=O)NC1CCCC1)S(C)(=O)=O	0%	-6%	11%	-3%	0	0%	84%[activator]	i	-10%
Cc1nc(NC(=O)c2ccccc2)sc1-c1csc(NCc2ccco2)n1	-9%	-5%	-8%	0%	-25	0%	16%	.	-8%
COc1ccc(CC(=O)Oc2ccccc2Cl)cc1S(=O)(=O)N1CCOCC1	.	-9%	.	.	13	41%	15%	-2%	9%
O=c1ccnc(SCn2nnc3ccccc3c2=O)[nH]1	-2%	-6%	-1%	-3%	6	0%	-7%	-9%	-3%
CCOC(=O)c1cc(S(=O)(=O)Nc2cc(C)c(Cl)cc2OC)[nH]n1	0%	1%	-19%	-9%	.	.	25%	-1%	-5%[60.1 µM]
C/C(=N\OC(=O)Nc1ccc(Cl)cc1)c1ccc(F)c(F)c1	-10%	-10%	?	-14%	-8	-17%	32%[activator]	-9%	-8%
O=c1[nH]c(SCc2ccc(F)cc2)nc2c1cnn2-c1ccc(F)cc1	-2%	-18%	12%	-12%	.	-6%	10%	-7%	1%
O=C(NCc1ccco1)C1CCCN1C(=O)Nc1ccccc1Cl (stereo not given)	-5%	-13%	12%	-2%	8	?	23%	1%	-18%
O=C(Nc1ccn(CCCN(CCCn2ccc(NC(=O)OCc3ccccc3)nc2=O)CCc2cc3ccccc3[nH]2)c(=O)n1)OCc1ccccc1	.	-15%	.	.	.	.	6%	-3%	-14%
CCOC(=O)C1CCN(Cc2nc3ccccc3c(=O)n2-c2ccc(F)cc2)CC1	-1%	-9%	4%	-21%	6	16%	10%	-9%	-20%
CCCNC(=O)Cn1nc(-c2ccc(C)c(C)c2)c2cnc3ccc(F)cc3c21	0%	10%	?	?	-10	.	-27%	-2%	-13%
CCOc1ccc(C2c3[nH]c4ccccc4c3CCN2Cc2cccn2-c2ncccn2)cc1 (stereo not given)	-6%	-9%	-19%	-15%	-13	?	25%	-4%	-8%
COc1ccc(CCNC(=O)c2cc3c(cc2Cl)N2CCCCCC2=NS3(=O)=O)cc1	.	-8%	.	.	-3	7%	-12%	0%	-1%
CN(C)NC(=S)NC(=O)C12CC3CC(CC(C3)C1)C2	-1%	-5%	0%	?	-4	7%	8%	-4%	-3%
CCc1ccccc1NC(=O)CN1CCN(C(=O)CNC(=O)c2ccccc2F)CC1	.	-7%	.	.	-6	-5%	-14%	-8%	13%
O=C(O)c1ccc(Cl)c(S(=O)(=O)Nc2ccccc2Cc2ccccc2)c1	2%	-23%	20%	-5%	-2	-2%	14%	-6%	1%
CCOC(=O)C1=C(C)NC(=O)NC1c1cc(C)sc1C (stereo not given)	-7%	-6%	1%	-7%	-3	1%	11%	0%	-4%
CC(C)N(C(=S)Nc1cccc(C(F)(F)F)c1)C(C)c1ccccn1 (stereo not given)	-6%	-1%	37%[activator]	-8%	-4	?	94%[activator]	-9%	-6%
